HSF1 activator – HSF-1 activators, primary screen, NIH3T3-HGL cells, MG132 stress, luminescence, single point | actives 1.7% (n = 300,000) | activation, % at 9 µM | NIH3T3-HGL HSF-1 luciferase reporter, 8 h; 100% = twice DMSO control signal;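 active = mean replicate activation of at least 50% with a set share of replicates each reaching 50%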;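 also: 0% = median of the neutral control wells and 100% = twice that signal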
Dyrk1A ADPGlo – rat Dyrk1A kinase inhibitors, primary screen, biochemical, single point, plate reader. Dual specificity tyrosine-phosphorylation-regulated kinase 1A (Rattus norvegicus), Q63470. ADP-Glo luminescence, NFATc1 peptide. inhibition, % at 12.5 µM. actives 0.43% (n = 310,000); in the data active = inhibition above about 50%;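 also: plate controls were vehicle with enzyme for no effect and no enzyme for full effect; many of its hits are not listed in these tables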
AI-2 QS modul – Vibrio harveyi AI-2 quorum sensing modulators, primary screen, JMH597 strain, luminescence/OD600 ratio. actives 0.4% (n = 300,000). Vibrio harveyi JMH597 AI-2 luminescence/OD600 ratio, 9 h; stronger effect = lower value; strain lacks LuxN and CqsS sensors; 0 = neutral-control median. activity change, % at 7.5 µM; in the data active = activity change below about -75%, passing the limit was not always enough;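 also: luminescence divided by OD600 gain over 9 h not by final OD600 alone; inactives centre near 13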
GSK3 alpha inh – blockers of GSK3A enzyme activity – biochemical, luminescence, cell-free homogeneous, HTS, primary screen. GSK-3 alpha kinase, ADP-Glo luminescence, 60 min. Glycogen synthase kinase-3 alpha (Homo sapiens), P49840. inhibition, % at 10 µM. actives 0.1% (n = 320,000);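 in the data active = inhibition above about 50%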;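 also: GST-tagged GSK-3 alpha with peptide substrate and 25 µM ATP; 0% = DMSO neutral wells and 100% = GW8510 positive control wells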
Target sequence (P49840 whole entry, looked up): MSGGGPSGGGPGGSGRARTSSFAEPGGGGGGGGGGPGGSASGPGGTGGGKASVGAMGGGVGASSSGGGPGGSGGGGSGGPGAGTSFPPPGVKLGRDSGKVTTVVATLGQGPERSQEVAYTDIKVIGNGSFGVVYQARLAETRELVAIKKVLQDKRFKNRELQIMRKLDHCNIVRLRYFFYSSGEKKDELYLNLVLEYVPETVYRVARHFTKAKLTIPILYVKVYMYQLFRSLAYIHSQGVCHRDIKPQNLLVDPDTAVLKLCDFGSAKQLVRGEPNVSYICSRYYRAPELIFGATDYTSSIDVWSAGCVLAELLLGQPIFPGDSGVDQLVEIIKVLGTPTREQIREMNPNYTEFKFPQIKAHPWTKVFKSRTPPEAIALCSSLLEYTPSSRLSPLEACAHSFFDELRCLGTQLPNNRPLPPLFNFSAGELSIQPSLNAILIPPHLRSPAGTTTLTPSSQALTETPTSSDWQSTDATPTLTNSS
HDAC3 inh – HDAC3 deacetylase inhibitors, primary screen, biochemical, fluorescence, cell-free homogeneous; Histone deacetylase 3 (Homo sapiens), O15379; recombinant HDAC3, fluorogenic peptide/trypsin coupled; inhibition, % at 8.3 µM; actives 0.15% (n = 320,000); AID 2718, 2010; in the data active = inhibition above about 26%, passing the limit was not always enough
Target sequence (O15379 whole entry, looked up): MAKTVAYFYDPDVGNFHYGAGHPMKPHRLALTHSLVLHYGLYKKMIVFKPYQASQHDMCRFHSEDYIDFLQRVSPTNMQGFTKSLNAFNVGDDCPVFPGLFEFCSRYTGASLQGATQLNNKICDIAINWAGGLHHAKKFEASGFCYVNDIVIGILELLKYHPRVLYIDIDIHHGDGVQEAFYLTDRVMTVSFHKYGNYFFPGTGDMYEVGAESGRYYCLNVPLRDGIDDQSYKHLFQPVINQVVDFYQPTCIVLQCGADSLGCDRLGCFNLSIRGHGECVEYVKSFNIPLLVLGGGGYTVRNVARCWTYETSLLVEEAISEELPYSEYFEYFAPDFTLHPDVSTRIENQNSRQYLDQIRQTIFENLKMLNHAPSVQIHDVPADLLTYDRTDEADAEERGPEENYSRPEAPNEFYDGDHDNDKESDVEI
Platelet DG rel – inhibitors of platelet dense granule secretion, primary screen, cell-based, MLPCN, human platelets; human platelet-rich plasma, SFLLRN dense granule ATP release, luminescence; actives 0.22% (n = 300,000); inhibition, %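 (compounds screened at 7.5 µM in platelet-rich plasma)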;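 active = mean replicate score, as percent of positive control, at or above 50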
PolyA inhibitor – polyadenylation inhibitors in yeast reporter cells, primary screen, luminescence, S. cerevisiae. actives 0.02% (n = 300,000). calls only at 12 µM. AID 1875, 2009. S. cerevisiae SKY197-pL101 polyadenylation reporter, beta-gal luminescence; efflux-impaired pdr1/pdr3 knockout yeast; score 100 = 6 SD above DMSO;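 active = lowest replicate activity score at least 50, where 100 means six control SD above control mean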;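 also: yeast exposed to compound for 9 h at 30 °C; higher score means more reporter readthrough which indicates perturbed polyadenylation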
HSF1 inhib – HSF1 inhibitors in luciferase reporter cells, primary screen, cell-based, NIH3T3, luminescence; actives 0.77% (n = 300,000); activity change, negative = inhibition, % at 7.5 µM (by protocol); NIH3T3-HGL HSE-luciferase, MG132-induced, luminescence 8 h; stronger effect = lower value;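 active = more than half of replicate wells show activity change below -50%, luminescence cut by over half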;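 also: luciferase reports HSF-1 transcriptional activity via heat shock element; 0% = median of DMSO wells and -100% = zero luminescence signal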
HSP90 refold inh – HSP90 inhibitors, primary screen, cell lysate, luminescence; actives 0.91% (n = 290,000); AID 1789, 2009; Heat shock protein HSP 90 (rabbit reticulocyte lysate; luciferase refolding); inhibition, % at 5.6 µM; Rabbit reticulocyte lysate, luciferase refolding luminescence, 3 h;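 active = inhibition above the screen-wide mean plus 3 SD, computed separately per campaign, cut at about 16% in these data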;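 also: 0% = DMSO wells and 100% = 60 µM geldanamycin wells; inhibitors lower the luminescence because luciferase stays unfolded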
GSK3B inh – human GSK3beta kinase inhibitors, primary screen, biochemical, cell-free homogeneous, HTS; Glycogen synthase kinase-3 beta (Homo sapiens), P49841; GST-GSK3beta kinase, ADP-Glo luminescence, 60 min; stronger effect = lower value; activity score (negative = inhibition), % at 10 µM; actives 0.038% (n = 300,000);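 active = more than half of replicate wells score below -50%, meaning over 50% inhibition versus plate controls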;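 also: 0% = median DMSO wells and -100% = median GW8510 positive control wells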
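Test system – GST-tagged human GSK3beta kinase, cell-free · Incubation – 60 min enzyme reaction, room temperature · Signal – ADP-Glo luminescence · Also added – peptide substrate and ATP at 25 µM · Controls – DMSO neutral wells and GW8510 at 20 µM as positive · Buffer or medium – Tris/MgCl2 kinase buffer · Measure – Luminescence-derived activity versus plate DMSO and GW8510 wells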
* = called active by the depositor. This is a subset (hit frequency here may not be typical).

Screening CCN(C(=O)CSc1ccc2ccccc2n1)C1CCS(=O)(=O)C1 (centres undefined) returned HSF1 activator 18, AI-2 QS modul 23, GSK3 alpha inh -1, HDAC3 inh -3, Platelet DG rel 9, PolyA inhibitor inactive, HSF1 inhib -5, HSP90 refold inh -4 and GSK3B inh 0.
O=C(NCCNCCO)C1(C(F)(F)F)C/C(=C\CCO)CCCO1 (centres undefined) was read as HSF1 activator -11, Dyrk1A ADPGlo -1, AI-2 QS modul 8, GSK3 alpha inh 1, HDAC3 inh -3, Platelet DG rel 7, PolyA inhibitor inactive, HSF1 inhib -3 and GSK3B inh -4.
Screening O=C(c1ccc2ccccc2c1)N1CCCCC1 returned HSF1 activator -4, Dyrk1A ADPGlo -6, AI-2 QS modul 19, GSK3 alpha inh 0, HDAC3 inh 5, Platelet DG rel -15, PolyA inhibitor inactive, HSF1 inhib -6, HSP90 refold inh -1 and GSK3B inh 1.
`CS(=O)(=O)N(Cc1ccc(Cl)cc1)c1ccc(C(=O)NCC2CCCO2)cc1` (centres undefined) gave HSF1 activator -5, Dyrk1A ADPGlo 0, AI-2 QS modul 18, GSK3 alpha inh 0, HDAC3 inh 2, Platelet DG rel 1, PolyA inhibitor inactive, HSF1 inhib -5, HSP90 refold inh 0 and GSK3B inh 0.
Screening CCOC(CNC(=O)c1cccn2c(=O)c3cc(Cl)ccc3nc12)OCC returned HSF1 activator -1, Dyrk1A ADPGlo 2, AI-2 QS modul 9, HDAC3 inh -1, Platelet DG rel 2, PolyA inhibitor inactive, HSF1 inhib 1, HSP90 refold inh 2 and GSK3B inh -13.
Screening CCOc1ccc(CN(C)CC(=O)Nc2cccc3ccccc23)cc1OC returned HSF1 activator -11, AI-2 QS modul 14, GSK3 alpha inh -9, HDAC3 inh -5, Platelet DG rel -10, PolyA inhibitor inactive, HSF1 inhib -2, HSP90 refold inh -2 and GSK3B inh -3.
`O=[N+]([O-])c1cccc(C2Nc3cccc4cccc(c34)N2)c1` gave HSF1 activator -19, Dyrk1A ADPGlo -3, AI-2 QS modul 8, GSK3 alpha inh 0, HDAC3 inh -10, Platelet DG rel 1, PolyA inhibitor inactive, HSF1 inhib -7, HSP90 refold inh 1 and GSK3B inh -3.
CCC/C(=N\NC(=O)c1ccco1)c1ccc(Cl)s1 was read as HSF1 activator -3, Dyrk1A ADPGlo 9, AI-2 QS modul 5, HDAC3 inh 3, Platelet DG rel -14, PolyA inhibitor inactive, HSF1 inhib 0, HSP90 refold inh -1 and GSK3B inh -1.
Cc1ccc(S(=O)(=O)NNC(=O)CCC(=O)Nc2ccc(C)cc2C)cc1 was read as HSF1 activator -6, Dyrk1A ADPGlo -4, AI-2 QS modul 7, GSK3 alpha inh 0, HDAC3 inh -1, Platelet DG rel 16, PolyA inhibitor inactive, HSF1 inhib -8, HSP90 refold inh 3 and GSK3B inh -1.
`COc1ccc(/C=C2\SC(=S)N(CCC(=O)Nc3ccc(C(=O)O)cc3)C2=O)cc1OC` gave HSF1 activator -27, Dyrk1A ADPGlo 1, AI-2 QS modul 17, GSK3 alpha inh -6, Platelet DG rel -5, PolyA inhibitor inactive, HSF1 inhib -10, HSP90 refold inh 1 and GSK3B inh 2.

In the list so far, two contain two or more sulfur atoms.
Screening CCN(C(=O)CSc1ccc2ccccc2n1)C1CCS(=O)(=O)C1 (centres undefined) returned HSF1 activator 18, AI-2 QS modul 23, GSK3 alpha inh -1, HDAC3 inh -3, Platelet DG rel 9, PolyA inhibitor inactive, HSF1 inhib -5, HSP90 refold inh -4 and GSK3B inh 0.
`COc1ccc(/C=C2\SC(=S)N(CCC(=O)Nc3ccc(C(=O)O)cc3)C2=O)cc1OC` gave HSF1 activator -27, Dyrk1A ADPGlo 1, AI-2 QS modul 17, GSK3 alpha inh -6, Platelet DG rel -5, PolyA inhibitor inactive, HSF1 inhib -10, HSP90 refold inh 1 and GSK3B inh 2.

(listing goes on)
Screening CCOC(=O)Nc1ccc2c(C)cc(=O)oc2c1 returned HSF1 activator 31, Dyrk1A ADPGlo 5, AI-2 QS modul 32, GSK3 alpha inh -5, HDAC3 inh -11, Platelet DG rel -21, PolyA inhibitor inactive, HSF1 inhib 19, HSP90 refold inh 2 and GSK3B inh 0.
`Cc1cc(C(=O)Nc2ccccc2C)on1` gave HSF1 activator -2, Dyrk1A ADPGlo -6, AI-2 QS modul 13, GSK3 alpha inh -1, HDAC3 inh -8, Platelet DG rel -26, PolyA inhibitor inactive, HSF1 inhib -3, HSP90 refold inh -4 and GSK3B inh 0.
Screening CC(C)CN=c1cc(-c2ccccc2)oc2ccc(Cl)cc12 returned HSF1 activator 60*, Dyrk1A ADPGlo 2, AI-2 QS modul 16, GSK3 alpha inh -2, HDAC3 inh 3, Platelet DG rel 6, PolyA inhibitor inactive, HSF1 inhib 48, HSP90 refold inh -3 and GSK3B inh 0.
`O=C1CSC(=Nc2ccc(O)cc2)N1c1ccc(O)cc1` gave Dyrk1A ADPGlo 1, AI-2 QS modul 26, GSK3 alpha inh 0, HDAC3 inh -4, HSP90 refold inh -1 and GSK3B inh 3.
Cc1ccc(NC(=O)Nc2nnc(-c3ccncc3)s2)cc1 was read as HSF1 activator 7, Dyrk1A ADPGlo 5, AI-2 QS modul -14, GSK3 alpha inh 8, HDAC3 inh -2, Platelet DG rel 4, PolyA inhibitor inactive, HSF1 inhib 7, HSP90 refold inh -2 and GSK3B inh 1.
For O=C(Nc1cccc2ncccc12)C(Cl)(Cl)Cl the results were HSF1 activator -66, Dyrk1A ADPGlo 3, AI-2 QS modul -5, GSK3 alpha inh 1, HDAC3 inh 8, Platelet DG rel -3, PolyA inhibitor inactive, HSF1 inhib -60*, HSP90 refold inh 0 and GSK3B inh 3.
Screening COc1cccc(C2c3c(oc4ccccc4c3=O)C(=O)N2c2ccccn2)c1 (centres undefined) returned HSF1 activator 5, Dyrk1A ADPGlo 16, AI-2 QS modul 18, GSK3 alpha inh -2, HDAC3 inh -3, Platelet DG rel 0, PolyA inhibitor inactive, HSF1 inhib -4, HSP90 refold inh -3 and GSK3B inh -2.
O=C(Cn1ncc2c([nH]c3ccccc32)c1=O)N1CCN(c2ccccc2F)CC1 was read as HSF1 activator 11, Dyrk1A ADPGlo -3, AI-2 QS modul 7, GSK3 alpha inh 2, HDAC3 inh -6, Platelet DG rel -7, PolyA inhibitor inactive, HSF1 inhib 4, HSP90 refold inh -1 and GSK3B inh 1.
For O=C(Nc1ccc(S(=O)(=O)N2CCCCC2)cc1)c1ccco1 the results were HSF1 activator 8, Dyrk1A ADPGlo 2, AI-2 QS modul -31, GSK3 alpha inh -2, HDAC3 inh -1, Platelet DG rel -1, PolyA inhibitor inactive, HSF1 inhib 3, HSP90 refold inh -2 and GSK3B inh -6.
Screening COc1ccc(C(=O)N/C(=C\c2ccc(Cl)cc2)C(=O)NCC2CCCO2)cc1 (centres undefined) returned HSF1 activator 0, Dyrk1A ADPGlo -7, AI-2 QS modul -4, GSK3 alpha inh 1, Platelet DG rel -15, PolyA inhibitor inactive, HSF1 inhib 0, HSP90 refold inh 4 and GSK3B inh -5.

The list goes on, starting with the last 2 of the part before.
For O=C(Nc1ccc(S(=O)(=O)N2CCCCC2)cc1)c1ccco1 the results were HSF1 activator 8, Dyrk1A ADPGlo 2, AI-2 QS modul -31, GSK3 alpha inh -2, HDAC3 inh -1, Platelet DG rel -1, PolyA inhibitor inactive, HSF1 inhib 3, HSP90 refold inh -2 and GSK3B inh -6.
Screening COc1ccc(C(=O)N/C(=C\c2ccc(Cl)cc2)C(=O)NCC2CCCO2)cc1 (centres undefined) returned HSF1 activator 0, Dyrk1A ADPGlo -7, AI-2 QS modul -4, GSK3 alpha inh 1, Platelet DG rel -15, PolyA inhibitor inactive, HSF1 inhib 0, HSP90 refold inh 4 and GSK3B inh -5.
For COc1ccc(N2C(=O)CC(N3CCN(c4nc5ccccc5s4)CC3)C2=O)cc1 (centres undefined) the results were HSF1 activator 4, Dyrk1A ADPGlo 1, AI-2 QS modul 23, GSK3 alpha inh 0, HDAC3 inh -2, Platelet DG rel 3, PolyA inhibitor inactive, HSF1 inhib -1, HSP90 refold inh 2 and GSK3B inh 0.
`CC(C)c1ccc(C(C(=O)NC2CCCCC2)N(C(=O)c2csnn2)C2CC2)cc1` (centres undefined) gave HSF1 activator 7, Dyrk1A ADPGlo 3, AI-2 QS modul 17, GSK3 alpha inh -2, HDAC3 inh -1, Platelet DG rel 0, PolyA inhibitor inactive, HSF1 inhib 5, HSP90 refold inh -3 and GSK3B inh 3.
For CCn1c(SC)nnc1-c1c[nH]c2ccccc12 the results were HSF1 activator 5, Dyrk1A ADPGlo -2, AI-2 QS modul 1, GSK3 alpha inh 0, HDAC3 inh 1, Platelet DG rel -6, PolyA inhibitor inactive, HSF1 inhib 4, HSP90 refold inh -3 and GSK3B inh 4.
CCOc1cc(N2CCOCC2)c(OCC)cc1NC(=O)COC(=O)COc1ccc(C#N)cc1 was read as HSF1 activator -8, Dyrk1A ADPGlo 1, AI-2 QS modul 15, GSK3 alpha inh 0, HDAC3 inh 7, Platelet DG rel -1, PolyA inhibitor inactive, HSF1 inhib 0, HSP90 refold inh 1 and GSK3B inh 2.
`OC1(c2ccc(Cl)cc2)CCN(Cc2cn[nH]c2-c2ccc(F)cc2)CC1` gave HSF1 activator -14, Dyrk1A ADPGlo 0, AI-2 QS modul 28, GSK3 alpha inh 3, HDAC3 inh 9, Platelet DG rel 17, PolyA inhibitor inactive, HSF1 inhib -22, HSP90 refold inh -1 and GSK3B inh -3.
Screening O=C(/C=C/c1ccc(Br)cc1)N1CCN(Cc2ccccc2)CC1 returned HSF1 activator 15, Dyrk1A ADPGlo -4, AI-2 QS modul 3, GSK3 alpha inh -1, HDAC3 inh 5, Platelet DG rel 9, PolyA inhibitor inactive, HSF1 inhib 8 and GSK3B inh -2.
For CCOC(=O)N1CCN(C(=O)CCC(=O)c2ccc(OCC)cc2)CC1 the results were HSF1 activator -5, Dyrk1A ADPGlo 7, AI-2 QS modul 21, GSK3 alpha inh -1, HDAC3 inh 7, Platelet DG rel -4, PolyA inhibitor inactive, HSF1 inhib 1, HSP90 refold inh -2 and GSK3B inh 2.
`Cc1nc(N2CCOCC2)c2c(C)c(C(=O)Nc3ccc(C(F)(F)F)cc3)sc2n1` gave HSF1 activator 0, Dyrk1A ADPGlo -1, AI-2 QS modul 40, GSK3 alpha inh -1, HDAC3 inh -4, Platelet DG rel 1, PolyA inhibitor inactive, HSF1 inhib -3, HSP90 refold inh 1 and GSK3B inh 2.

From PubChem BioAssay
